eIF4E 4G PPI – eIF4E–eIF4G protein interaction inhibitors, primary screen, biochemical, uHTS, TR-FRET, eIF4GI fragment; Eukaryotic translation initiation factor 4E (Mus musculus) + Eukaryotic translation …; TR-FRET eIF4E-eIF4GI(517-606) binding, 2 h; inhibition, % at 21.7 µM; 220,000 compounds, 0.37% hits; AID 782, 2007;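 active = inhibition above about 30%, limit read from the data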;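 note: 0% = full FRET control wells and 100% = background wells lacking eIF4GI fragment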
NPY-Y2 PAM-ag – NPY-Y2 potentiators or agonists, primary screen, cell-based; AID 1359, 2008; cells expressing NPY-Y2, potentiator/agonist read-out; 220,000 compounds, 0.45% hits; activation, % at 3.6 µM; in the data active = activation above about 27%;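 note: cells stimulated with NPY near EC25 plus isoproterenol at EC100; 0% = vehicle plus submaximal agonist and 100% = vehicle plus saturating agonist; some results beyond the cut were filed as inactive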
Target sequence (P49146 whole entry, looked up): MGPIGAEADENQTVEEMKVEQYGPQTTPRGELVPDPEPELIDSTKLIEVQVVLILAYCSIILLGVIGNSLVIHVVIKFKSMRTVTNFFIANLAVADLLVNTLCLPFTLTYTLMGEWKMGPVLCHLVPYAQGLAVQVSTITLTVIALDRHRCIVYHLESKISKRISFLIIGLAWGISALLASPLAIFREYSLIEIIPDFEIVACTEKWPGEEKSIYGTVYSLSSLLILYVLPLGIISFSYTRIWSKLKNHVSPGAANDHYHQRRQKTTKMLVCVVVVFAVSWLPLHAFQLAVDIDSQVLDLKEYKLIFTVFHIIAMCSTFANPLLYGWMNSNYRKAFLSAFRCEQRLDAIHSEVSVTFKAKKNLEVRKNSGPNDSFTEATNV
Ba/F3 V617F tox – reduced viability of JAK2V617F-dependent Ba/F3 cells, primary screen, JAK2V617F inhibitor project, cell-based, Ba/F3 EpoR-JAK2V617F, luminescence; ATP luminescence; inhibition, % at 5.6 µM; 220,000 compounds, 1.1% hits; AID 1446, 2008;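 active = inhibition above the campaign mean plus 3 SD over all tested compounds, cut at about 24% in these data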;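 note: cytokine-independent growth of Ba/F3 cells driven by EpoR plus mutant JAK2; 0% = DMSO-treated cells and 100% = JAK inhibitor I control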
BaF3 parental – parental Ba/F3 cell viability inhibition, counter-screen for JAK2V617F inhibitor project, murine pro-B, CellTiter-Glo luminescence | CellTiter-Glo ATP luminescence | inhibition, % at 5.6 µM | 220,000 compounds, 1.1% hits | AID 1486, 2009;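 active = inhibition above a per-campaign cutoff, the mean inhibition of all tested compounds plus 3 SD, cut at about 27% in these data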;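 note: 0% = DMSO wells and 100% = JAK Inhibitor I control wells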
MDM2 E3 inh – MDM2-luciferase reporter signal enhancers, primary screen, MDM2 E3 ligase inhibitor project, cell-based, luminescence, 1536-well; E3 ubiquitin-protein ligase Mdm2 (Homo sapiens), Q00987; cell-based MDM2 ubiquitination luciferase reporter, 2 h; 0 = plate control, 100 = twice control, blank-subtracted; signal enhancement, % at 5 µM; 210,000 compounds, 0.11% hits; AID 1230, 2008;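 active = signal enhancement of 30% or more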;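 note: luminescence tracks abundance of the self-degrading MDM2-luciferase fusion protein; higher signal means inhibition of MDM2 E3 ligase activity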
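Material: stable MDM2–luciferase fusion reporter cells / Quantity: 2000 cells/well / Dosing: single 5 µM compound dose, 0.2% final DMSO / Buffer or medium: DMEM / Schedule: 4 h cell settling then 2 h compound exposure, 37 °C / Detection: luminescence with SteadyLite reagent, 15 min at room temperature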
S1P4 antag – S1P4 receptor antagonists, primary screen, cell-based; S1P4-expressing cells, antagonist mode, reporter read-out; AID 1510, 2009; inhibition, % at 4.98 µM; Sphingosine 1-phosphate receptor 4 (Homo sapiens), O95977; 220,000 compounds, 0.26% hits; in the data active = inhibition above about 29%;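 note: 0% = wells stimulated with agonist and 100% = vehicle wells without agonist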
PERK inhibitor – block of dimerizer-induced PERK translation repression, primary screen, PERK inhibitor project, CHO PERK-DD cells, SEAP luminescence, HTS; CHO PERK-DD fusion, SEAP luminescence translation reporter; Eukaryotic translation initiation factor 2-alpha kinase 3 (Homo sapiens), Q9NZJ5; 220,000 compounds, 0.17% hits; inhibition, % at 5.6 µM;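 active = inhibition above the mean inhibition of all tested compounds plus 3 SD, set separately per screening campaign, cut at about 2.9% in these data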;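 note: PERK kinase domain activated by AP20187 dimerizer at 100 nM; 0% = DMSO with dimerizer and 100% = rapamycin at 8.4 µM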
S1P4 agonist – S1P4 receptor agonists, primary screen, cell-based. 220,000 compounds, 0.35% hits. Sphingosine 1-phosphate receptor 4 (Homo sapiens), O95977. AID 1509, 2009. S1P4-expressing cell line, agonist reporter assay. activation, % at 4.98 µM; in the data active = activation above about 11%;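 note: 0% = DMSO vehicle and 100% = reference agonist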
Wee1 stabilizer – Wee1 degradation inhibitors, primary screen, cell-based, HeLa, Wee1K328M-luciferase, luminescence; reporter increase, % at 5 µM; Wee1-like protein kinase (Homo sapiens), P30291; AID 1321, 2008; HeLa Luc-Wee1K328M stability; 100% = proteasome inhibitor MG132 effect; 220,000 compounds, 1.2% hits;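 active = activation above the mean of all tested compounds plus 3 SD, set per screening run, cut at about 8.8% in these data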;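 note: cells exposed to compound for 20 h before luminescence read; 0% = DMSO alone and 100% = MG132 at 30 µM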
Target sequence (P30291 whole entry K328M): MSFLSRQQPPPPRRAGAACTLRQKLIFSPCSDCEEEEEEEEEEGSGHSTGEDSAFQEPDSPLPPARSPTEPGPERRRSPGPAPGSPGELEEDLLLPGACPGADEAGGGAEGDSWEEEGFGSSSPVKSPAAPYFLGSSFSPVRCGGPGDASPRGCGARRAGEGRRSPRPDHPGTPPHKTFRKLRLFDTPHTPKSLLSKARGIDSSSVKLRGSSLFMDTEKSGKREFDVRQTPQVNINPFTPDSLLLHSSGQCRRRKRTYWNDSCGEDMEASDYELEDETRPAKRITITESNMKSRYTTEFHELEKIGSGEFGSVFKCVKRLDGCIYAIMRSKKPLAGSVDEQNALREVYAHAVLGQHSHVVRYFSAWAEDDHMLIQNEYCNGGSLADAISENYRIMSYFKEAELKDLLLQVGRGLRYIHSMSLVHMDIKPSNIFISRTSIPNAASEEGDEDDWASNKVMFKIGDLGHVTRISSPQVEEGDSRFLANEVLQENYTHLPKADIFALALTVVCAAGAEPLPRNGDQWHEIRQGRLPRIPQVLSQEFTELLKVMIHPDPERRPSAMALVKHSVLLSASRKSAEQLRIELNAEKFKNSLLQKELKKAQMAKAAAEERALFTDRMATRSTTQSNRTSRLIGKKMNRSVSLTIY
Numbers without * were called inactive; x = not tested or not shown; [ ] = remark or other dose.

item	molecule	eIF4E 4G PPI	NPY-Y2 PAM-ag	Ba/F3 V617F tox	BaF3 parental	MDM2 E3 inh
1	Cc1ccc(S(=O)(=O)NNC(=O)c2sc3nc(C)cc(C)c3c2-n2cccc2)cc1	-6	-15	-2	4	-16
2	CCc1cccc(CC)c1NC(=O)/C(C#N)=C/c1ccccc1C(F)(F)F	5	0	-1	7	1
3	C/C=C/c1ccc(OCC(=O)Nc2ccc(C(N)=O)cc2)c(OC)c1	0	5	-2	-1	-11
4	O=C(CCC(=O)N(CC(=O)NC1CCCCC1)CC1CCCO1)Nc1nccs1 (centres undefined)	0	3	-3	-4	-5
5	COc1ccc(/C=N/Nc2nc(-c3ccc(C)cc3)c(NC(C)=O)s2)cc1OC	2	-5	0	-4	-7
6	CCc1[nH]c(=O)c(C#N)c2c1COC(C)(C)C2	5	10	-5	-1	-10
7	Cc1cccc(C)c1NC(=O)COC(=O)c1c2c(nc3ccccc13)/C(=C\c1ccc3c(c1)OCO3)CCC2	9	1	-2	5	-14
8	O=C(O)c1ccc(-n2nc(C(F)(F)F)c3c2-c2ccoc2CC3)cc1	2	18	-4	1	-5
9	COc1ccc(CN(Cc2ccncc2)C(=O)CCC(=O)O)cc1	-7	-18	6	6	-14
10	COCC(C)NC(=O)c1ccc(-n2nc(C(F)(F)F)cc2-c2cccs2)cc1 (centres undefined)	3	-3	0	8	-6
11	COCCNC(=O)c1cn(C)c(=O)c2cc(OC)c(OC)cc12	1	4	-1	-1	-7
12	CCOC(=O)CCc1c(C)nc2c(c(C)nn2C(C)(C)C)c1C	5	0	-4	5	-5

item	S1P4 antag	PERK inhibitor	S1P4 agonist	Wee1 stabilizer
1	-9	-0.7	-1.3	-1
2	-12	0.9	0.6	0
3	-9	1.0	-0.7	-2
4	-9	0.4	0.7	1
5	-18	-0.6	-0.7	-2
6	-14	0.2	1.6	5
7	-3	-0.3	-0.1	-3
8	-17	1.2	2.1	-1
9	4	-0.1	-2.1	-1
10	-1	-0.7	-0.9	6
11	-2	0.5	-1.3	0
12	-6	0.8	-2.0	-1

The list continues.
item	molecule	eIF4E 4G PPI	NPY-Y2 PAM-ag	Ba/F3 V617F tox	BaF3 parental	MDM2 E3 inh
13	Cc1cccc(N(CC(N)=O)S(C)(=O)=O)c1C	6[fluorescence artefact?]	-15	-3	5	5
14	CC1CCC(NC(=O)c2cc3c(s2)CS(=O)(=O)C3)CC1 (centres undefined)	0	-8	3	7	14
15	COCCn1c(C)cc(C(=O)CSc2nc3ccccc3c(=O)n2Cc2ccco2)c1C	6	-6	-2	0	18
16	Cc1cc(C(=O)OCC(=O)NC(=O)NC(C)(C)C)c(C)o1	-14	0	7	9	-9
17	Cc1ccc(-n2c(-c3cn(C)nc3C)n[nH]c2=S)cc1	5	-20	6	11	-10
18	CN(C)/C=N/c1cc(=O)[nH]c(=O)n1CC1CC1	4	-8	-3	3	x
19	COc1ccc(NC(=O)COC(=O)CNC(=O)C2CCCCC2)cc1	-2	-2	1	8	6
20	CC(=O)c1ccc(NS(=O)(=O)c2cccc(C)c2)cc1	5	3	0	3	-15
21	CC(C)N1CCN(Cc2cnc(-c3ccccc3)s2)CC1CCO (centres undefined)	0	19	-1	2	-8
22	O=C(NCc1ccc(Cl)cc1)C1CCC(CNc2c(N3CCCC3)c(=O)c2=O)CC1 (centres undefined)	-13	5	3	-3	-14
23	O=C(O)c1cnn2c1NC(c1cccs1)CC2C(F)(F)F (centres undefined)	-2	14	-4	0	-12
24	CC(=O)Nc1sc2c(c1C(c1ccccn1)N1CCCC1)CCCC2 (centres undefined)	3	4	-2	0	-11

item	S1P4 antag	PERK inhibitor	S1P4 agonist	Wee1 stabilizer
13	-13	0.3	2.4	-1
14	-13	0.0	-0.6	-2
15	-18	-0.5	-0.2	1
16	-1	1.0	-1.3	2
17	14	1.1	-0.4	5
18	11	1.1	0.2	3
19	-7	0.9	1.2	12*
20	7	0.7	2.8	1
21	-10	-0.9	2.8	-3
22	-64	-0.3	0.9	1
23	4	1.8	1.9	2
24	6	0.0	0.2	-3

By substructure: those above containing a tert-butyl group
item	molecule	eIF4E 4G PPI	NPY-Y2 PAM-ag	Ba/F3 V617F tox	BaF3 parental	MDM2 E3 inh
12	CCOC(=O)CCc1c(C)nc2c(c(C)nn2C(C)(C)C)c1C	5	0	-4	5	-5
16	Cc1cc(C(=O)OCC(=O)NC(=O)NC(C)(C)C)c(C)o1	-14	0	7	9	-9

item	S1P4 antag	PERK inhibitor	S1P4 agonist	Wee1 stabilizer
12	-6	0.8	-2.0	-1
16	-1	1.0	-1.3	2

Next section
item	molecule	eIF4E 4G PPI	NPY-Y2 PAM-ag	Ba/F3 V617F tox	BaF3 parental	MDM2 E3 inh
25	Cc1[nH]c2ccccc2c1/C=C(/C#N)C(=O)NC(C)C	3	18	3	2	x
26	CCOC(=O)c1c(C)sc2c1N(C(=O)CCl)c1cc(Cl)ccc1S2	-1	38*	28*	11	3
27	CN(C)CCCNC(=O)COc1ccc(Br)cc1Cl	-3	13	1	7	-3
28	O=C(NC1=NCCS1)c1cc(-c2cccs2)nc2ccccc12	3	22	-2	0	x
29	CCOc1ccc(N2C(=O)S/C(=C\c3ccc(O)c(OCC)c3)C2=O)cc1	4	-11	3	0	-8
30	Cn1c(-c2ccccc2)cnc1NCc1cc2c(cc1[N+](=O)[O-])OCO2	4[fluorescence artefact?]	-1	-4	4	-18
31	COc1ccc(C(=O)O/N=C(\N)c2ccccc2)c(OC)c1	3	8	3	5	-18
32	COc1cccc(CC2(CO)CCCN(Cc3cn[nH]c3-c3ccccc3)C2)c1 (centres undefined)	-1	-13	0	7	-18
33	O=C(Nc1ccc(N2CCOCC2)cc1)c1cccc(S(=O)(=O)N2CCC(Cc3ccccc3)CC2)c1	5	5	0	3	-12
34	Cc1cccc(NS(=O)(=O)c2cccs2)n1	-1	-12	-3	2	-11
35	C=CCn1c(SCCOc2ccc(OC)cc2)nnc1C(C)NC(=O)Cc1ccc(OC)cc1 (centres undefined)	10	2	3	4	-79
36	CCOC(=O)c1ccc(CSc2nnc(N)s2)cc1	-10	2	2	2	-10

item	S1P4 antag	PERK inhibitor	S1P4 agonist	Wee1 stabilizer
25	-3	0.2	0.3	8
26	4	-1.0	-1.4	-1
27	-8	0.5	0.9	-1
28	-25	0.8	-1.0	-1
29	1	-0.3	0.2	1
30	-9	-0.3	2.1	1
31	9	0.9	0.4	1
32	-8	0.5	2.0	3
33	-17	0.8	0.3	-1
34	-12	0.7	1.7	0
35	2	-1.3	0.8	-1
36	-3	1.0	1.1	-3

Wee1 stabilizer: hit marks shown above.
cpd | mol | eIF4E 4G PPI | NPY-Y2 PAM-ag | MDM2 E3 inh | S1P4 antag | PERK inhibitor | S1P4 agonist | Wee1 stabilizer
19 | COc1ccc(NC(=O)COC(=O)CNC(=O)C2CCCCC2)cc1 | -2 | -2 | 6 | -7 | 0.9 | 1.2 | 12*

(more compounds)
item	molecule	eIF4E 4G PPI	NPY-Y2 PAM-ag	Ba/F3 V617F tox	BaF3 parental	MDM2 E3 inh
37	O=C(CSc1ccccc1Cl)c1ccco1	x	-13	1	6	-5
38	CN(C(=O)c1ccc(OC2CCN(CCc3ccccc3)CC2)cc1)C1CCCCC1	1	-8	0	3	-10
39	CCn1c(SCC#N)nc2ccccc2c1=O	-2	-8	0	-2	-14
40	C=CCOc1ccccc1/C=N/NC(=O)c1ccc(Cl)cc1Cl	3	-3	-1	7	-3
41	O=[N+]([O-])c1cc(Cl)cc(/C=N/NC(=S)Nc2cc(S(=O)(=O)N3CCOCC3)ccc2Cl)c1O	38*	22	-4	0	-1
42	COc1ccc(CCNS(=O)(=O)c2cc(/C=C/C(=O)O)ccc2C)cc1OC	2	-18	2	8	16
43	O=C(COC(=O)c1ccc(CNS(=O)(=O)c2ccc(F)c(Cl)c2)cc1)NC1CCCCCCC1	4	-3	2	4	-11
44	Cc1ccc(-c2nc3ccccn3c2Nc2ccccc2)o1	8	5	-2	92*	-4
45	CCc1cc2c(=O)[nH]c(-c3ccccn3)nc2s1	4[fluorescence artefact?]	9	-3	2	-27
46	Cc1ccc(NC(=O)COc2cccnc2[N+](=O)[O-])cc1S(=O)(=O)N1CCCCC1	3	19	-2	5	-7
47	O=C(CCS(=O)(=O)c1ccccc1)NC12CC3CC(CC(C3)C1)C2	-4[fluorescence artefact?]	-8	-1	3	-8
48	COc1cc(C(=O)O/N=C2\CCCc3c2ccc(OC)c3[N+](=O)[O-])cc(OC)c1OC	10	7	-3	2	-24

item	S1P4 antag	PERK inhibitor	S1P4 agonist	Wee1 stabilizer
37	-4	0.7	0.3	2
38	0	-0.3	-0.2	2
39	-22	-1.1	2.8	2
40	-7	0.4	1.7	4
41	0	1.8	-0.2	1
42	-5	1.2	0.5	5
43	-16	0.6	2.1	-1
44	8	-0.5	2.0	-2
45	15	-1.4	0.2	0
46	-4	-0.7	-0.1	-4
47	6	-0.2	-1.0	0
48	-7	1.5	0.2	4

Additional records follow.
item	molecule	eIF4E 4G PPI	NPY-Y2 PAM-ag	Ba/F3 V617F tox	BaF3 parental	MDM2 E3 inh
49	C=C1C2(C(=O)NCc3ccco3)CCC(C2)C1(C)C (centres undefined)	0[fluorescence artefact?]	24	-6	-2	7
50	Cc1cccc(-n2c(C)cc(C=C3C(=O)c4ccccc4C3=O)c2C)c1	-319	8	4	5	-9
51	O=C(COc1cccnc1[N+](=O)[O-])Nc1cccc(S(=O)(=O)N2CCCCC2)c1	1	14	-5	1	-7
52	COc1ccc(N2CCN(C(=S)NCCc3ccccc3)CC2)cc1	x	17	-2	1	x
53	CCN1CCN(C(=O)/C=C\C(=O)O)CC1	-14[fluorescence artefact?]	-2	2	7	-13
54	COc1ccc(NC(=O)Cn2nnc(C(=O)Nc3ccccc3C)c2N)cc1	4	-4	1	4	25
55	O=C(c1ccccc1)N(CCN1CCOCC1)C1(C(=O)Nc2ccccc2)CCCCC1	-6[fluorescence artefact?]	-4	3	4	8
56	CN1CCN(C(=O)Cn2c(C(F)(F)F)nc3ccccc32)CC1	-8	-7	-2	3	-16
57	Clc1ccccc1OCc1nc(-c2ccc(Br)o2)no1	-1	-8	-4	0	-6

item	S1P4 antag	PERK inhibitor	S1P4 agonist	Wee1 stabilizer
49	-21	-0.7	-3.6	1
50	5	0.3	-0.2	-1
51	2	0.0	-0.6	1
52	-14	0.2	-0.1	9.4*
53	-4	-0.1	4.5	-1
54	-3	0.6	0.8	2
55	-21	-1.0	0.5	5
56	1	1.5	-2.0	2
57	-6	1.7	-1.3	0

Compounds were not picked by outcome; any-hit rate near 4.1%.
